Screening data as filed in PubChem.
Cav32 inh – Cav3.2 calcium influx blockers – cell-based, Fluo-4 calcium fluorescence, FDSS, MLSMR library, primary screen; Voltage-dependent T-type calcium channel subunit alpha-1H (Homo sapiens), O95180; Cav3.2-expressing cells; hits give low values; B-score at 10 µM; actives 4% (n = 100,000);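 active means single-dose well whose peak fluorescence ratio is a statistical outlier from its plate by either plate-standardised score or position-corrected B-score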
An asterisk follows results filed as active. This is a subset, so the mix of outcomes need not match the whole.

Cav32 inh,canonical_smiles
0.123,O=c1[nH]c2ccccc2cc1-c1noc(-c2cccnc2)n1
0.253,CCc1nnc(NC(=O)c2ccc(-c3cccc(C(F)(F)F)c3)o2)s1
-0.0763,Cn1cnnc1SCC(=O)Nc1ccc(Br)cc1F
-0.0455,O=C1CC(C(F)(F)C(F)(F)C(F)(F)F)=Nc2ccccc2N1
0.098,CCN1CCN(S(=O)(=O)c2ccc3ccccc3c2)CC1
0.225,O=C(O)C1CCCCC1C(=O)Nc1cccc(Cl)c1Cl (stereo not given)
0.584,Clc1ccc(-c2ccc(SCc3ccccn3)nn2)cc1
0.687,Cc1sc2ncnc(NCCCO)c2c1C
-1.72,CCOc1ccc(C(=S)N2CCOCC2)cc1OC
0.0253,COCc1c(C(=O)OC)nnn1-c1ccccc1
-3.06,Cc1ccc(-n2ncc3c(NCc4ccc5c(c4)OCO5)ncnc32)c(C)c1
-0.224,O=S(=O)(NCC(c1cccnc1)N1CCN(c2ccc(F)cc2)CC1)c1cc(F)ccc1F (stereo not given)
-1.59,CCOC(=O)C(=CNc1cccc(C)c1C)C(=O)OCC
1.2,COC(=O)Cn1c(CCS(=O)(=O)c2ccc(C)cc2)nc2ccccc21
-1.35,CSc1ccc(S(=O)(=O)NC2CCCCCC2)cc1
0.666,CC1CCN(C(=O)C(Cc2ccccc2)NS(=O)(=O)c2ccc3c(c2)oc(=O)n3C)CC1 (stereo not given)
0.995,COC(=O)Cc1cc(=O)n2[nH]cnc2n1
0.525,Cc1ccc(NC(=O)c2cc(-c3cccc(O)c3)on2)cc1C
-0.0363,COc1ccc(C2C(C(C)=O)=C(O)C(=O)N2c2nccs2)cc1 (stereo not given)
0.452,Nc1cc(=O)[nH]c(SCC(=O)N2CCc3ccccc3C2)n1
2.19,CCOC(=O)c1cc(C(=O)OCC)c2ccccn2c1=O
-2.83,Clc1ccc(-c2nnc(-c3ccccc3)nc2N2CCSCC2)cc1
0.102,COc1cccc(/C=C2/SC(=S)N(CC(=O)Nc3nnc(C)s3)C2=O)c1
0.56,O=C(Oc1ccc(Cl)cc1)N1CCCCC1
-0.34,CCc1[nH]nc2c1C(c1ccc(Br)s1)C(C#N)=C(N)O2 (stereo not given)
-0.822,Cc1c(C(=O)OC(C)C)nnn1-c1nonc1N
-0.187,O=C(NC1CC1)c1cc(Cl)ccc1[N+](=O)[O-]
-0.0784,c1ccc(N2CCN(c3nc4cc5c(cc4s3)OCCO5)CC2)cc1
0.092,CC1C/C(=N/NC(=O)c2cccs2)CC(C)(C)C1 (stereo not given)
-0.707,CC(C)(C)C(=O)CC1(O)C(=O)N(Cc2ccc(Cl)cc2)c2ccccc21 (stereo not given)
-0.095,Cc1ccc(-c2csc3ncnc(-n4nc(C)cc4N)c23)cc1
0.506,CCOC(=O)C1CCN(C(=O)c2ccccc2NC(C)=O)CC1
-2.21,CC1CN(S(=O)(=O)c2cccc(C(=O)OCc3cc(=O)oc4cc(O)ccc34)c2)CC(C)O1 (stereo not given)
-0.251,CCOC(=O)c1[nH]cnc1C(=O)O
1.21,Cc1cc(C(C)(C)C)cc(C)c1CC1=NCCN1
-0.00496,COCCNC(=O)c1cn(C)c(=O)c2cc(OC)c(OC)cc12
-2.58,CCOc1ccc(NC(=O)CN2CCN(S(=O)(=O)c3ccc(Cl)cc3)CC2)cc1
-5.16*,O=C1N/C(=N/NC(=O)c2cccc3ccccc23)S/C1=C\c1ccccc1OCc1ccccc1
-0.221,CCN1C(=O)C(NC(C)=O)c2cc(OC)ccc21 (stereo not given)
-0.241,CC(C)n1c2ccccc2c2nc3ccccc3nc21
1.13,Cn1c(C(=O)N2CCN(c3nc4ccccc4s3)CC2)cc2sccc21
0.242,CCCC(=O)Nc1ccc(NC(=O)c2ccco2)cn1
1.42,COc1cccc(/C(O)=C2/C(=O)C(=O)N(CCN3CCOCC3)C2c2cccnc2)c1 (stereo not given)
0.369,COCC(=O)N1CCCc2ccccc21
0.0588,CSc1nc(C)nc2c1c(=O)n(C)c(=O)n2C
1.56,CCn1c(=O)n(CCOC)c(=O)c2c3c(sc21)CCCC3
-0.0137,Cc1cccc(CC2CC(=O)N(c3ncccn3)C2=O)c1 (stereo not given)
-0.00251,Cc1ccc2nc(NC(=O)Cn3cc4c(n3)CCCCC4)sc2c1
0.487,COc1ccc(-c2csc(NC(CO)c3nc4ccccc4n3CCOCCO)n2)cc1 (stereo not given)
-8.93*,COc1ccc(OC)c2c1C(=O)c1ccccc1C2=O
0.182,CC(C)C(OC(=O)c1ccco1)C(=O)NCc1cccs1 (stereo not given)
-0.864,COc1ccc2nc(NC(=O)CNS(=O)(=O)c3cccs3)sc2c1
-0.35,CCOCCCNC(=O)C(c1ccc(C)cc1)N(Cc1ccc2c(c1)OCO2)C(=O)c1cnccn1 (stereo not given)
0.91,O=C(NCC1COc2ccccc2O1)C1CCC(CNc2c(N3CCCCC3)c(=O)c2=O)CC1 (stereo not given)
0.144,CN1CCC(=NNC(=O)CSCc2ccccc2)CC1
1.18,O=C(CC1CCCC1)Nc1nnc(C2CC2)s1
-0.00171,O=C(CSc1nnc(-c2ccncc2)n1CC1CCCO1)NCc1ccccc1 (stereo not given)
-0.38,CN(C[C@H](Cc1ccccc1)N(C[C@H](Cc1cccc2ccccc12)N(CCc1ccccc1)N=O)N=O)N=O
1.49,Cc1ccc(S(=O)(=O)n2[nH]c(=O)cc2N)cc1
0.453,O=c1c2ccccc2oc2nc(-c3ccco3)n(Cc3ccccc3)c(=O)c12

Reprinted at random: five records from the list, in no set order.
Cav32 inh,canonical_smiles
-0.38,CN(C[C@H](Cc1ccccc1)N(C[C@H](Cc1cccc2ccccc12)N(CCc1ccccc1)N=O)N=O)N=O
0.453,O=c1c2ccccc2oc2nc(-c3ccco3)n(Cc3ccccc3)c(=O)c12
0.91,O=C(NCC1COc2ccccc2O1)C1CCC(CNc2c(N3CCCCC3)c(=O)c2=O)CC1 (stereo not given)
-0.00251,Cc1ccc2nc(NC(=O)Cn3cc4c(n3)CCCCC4)sc2c1
0.182,CC(C)C(OC(=O)c1ccco1)C(=O)NCc1cccs1 (stereo not given)

(list continues)
Cav32 inh,canonical_smiles
0.0446,Clc1ccc(/C=N/Nc2nnc(Cl)c3ccccc23)cc1
-0.716,CCOC(=O)COc1nc(OC)nc(N2CCOCC2)n1
-1.93,CCOC(=O)Cc1csc(NC(=O)c2ccc(S(=O)(=O)N3CCCCC3)cc2)n1
-3.12,Cc1cccc(C(=O)O/N=C2/CC3CCC2(C)C3(C)C)c1 (stereo not given)
0.242,CCCc1ccc(-c2cc(C(=O)NN3CCOCC3)c3ccccc3n2)cc1
-1.6,O=c1nc(/C=C/c2cc([N+](=O)[O-])ccc2Cl)cc(C(F)(F)F)[nH]1
0.682,COc1ccc(Nc2nc(NCCO)nc(N3CCCC3)n2)cc1
0.82,CCOC(=O)c1c(CN2CCN(C)CC2)oc2ccc(OC)cc12
0.581,CCCOc1ccc(-c2nc(N)n[nH]2)cc1
0.0173,CCCC(=O)N(CCc1ccccc1)Cc1nc2ccccc2c(=O)[nH]1
0.521,C=CCNc1nc(N(c2ccccc2)c2ccccc2)nc(-n2ccnc2)n1
0.031,Cc1cc(NC(=O)CSc2nc3ccccc3c(=O)n2CCCC(=O)NCc2ccccc2)n[nH]1
0.0412,CN1C(=O)CC(C(=O)O)SC1=Nc1ccc(F)cc1 (stereo not given)
-0.141,COc1ccc(C2=NN(C(=O)c3cccc([N+](=O)[O-])c3)C(c3cccc([N+](=O)[O-])c3)C2)cc1 (stereo not given)
0.992,CC(=O)NCCOc1cccc2ccccc12

Already shown: three of the compounds above.
Cav32 inh,canonical_smiles
0.0412,CN1C(=O)CC(C(=O)O)SC1=Nc1ccc(F)cc1 (stereo not given)
-0.141,COc1ccc(C2=NN(C(=O)c3cccc([N+](=O)[O-])c3)C(c3cccc([N+](=O)[O-])c3)C2)cc1 (stereo not given)
0.992,CC(=O)NCCOc1cccc2ccccc12

Next part.
Cav32 inh,canonical_smiles
-0.955,N#C/C(=C1\CCCN1)c1nc(-c2ccccc2)cs1
2.44,COc1ccccc1CNC(=O)CN(C)CC(=O)Nc1cccc(F)c1
0.134,Nc1cccc(NC(=O)c2cccs2)c1
0.295,Cc1ccc(O)c(NC(=O)c2ccco2)c1
0.00654,COC(=O)C(NC(=O)C(C)Oc1ccccc1)C(C)C (stereo not given)
0.696,COC(=O)Oc1c(Br)c(=O)oc2ccccc12
-0.051,CC(=O)N(Cc1cc2c(C)cc(C)cc2[nH]c1=O)C1CCCCC1
-3.41,O=C(Nc1nc(-c2ccccc2)ns1)c1cccs1
0.506,CCOC(=O)C1=C(C)N(CCCC(=O)O)C(=O)NC1c1ccccc1Cl (stereo not given)
-0.194,O=C(NC(=O)c1ccc(Cl)cc1)Nc1cc(N2CCCCC2)ncn1
-1.33,CC(C)N1CCc2c(sc(NC(=O)c3ccc(S(=O)(=O)N4CCOCC4)cc3)c2C#N)C1
-0.062,CCCNC(=O)CC1C(=O)N(Cc2ccccc2)C(C)c2nc3ccccc3n21 (stereo not given)
1.45,O=C(C1CCN(C2CC(=O)N(Cc3ccccc3)C2=O)CC1)N1CCCCCC1 (stereo not given)
-0.177,Cc1c(N/C=C/C(=O)c2cccs2)c(=O)n(-c2ccccc2)n1C
-0.389,COc1cccc(NC(=S)NNC(=O)c2c([N+](=O)[O-])c(C)nn2C)c1
0.125,Cc1nnc(NCCc2ccccc2)n(N)c1=O
1.63,Cn1c(CN2CCCCC2)nc2cc(NC(=O)c3ccc(Cl)cc3)ccc21
0.124,CC(C)C(NC(=O)c1ccc(Cl)cc1)C(=O)NC1=NCCS1 (stereo not given)
-2.55,O=C(OCC(=O)N1CCN(C(=O)c2ccco2)CC1)c1cc(-c2ccc(F)cc2)nc2ccccc12
-0.00727,COc1ccccc1C1C=C(c2ccc(Cl)cc2)Nc2nc(N3C(=O)CCC3=O)nn21 (stereo not given)
0.335,Cc1ccc(-n2nc3c(c2NC(=O)c2ccc4c(c2)OCO4)CSC3)c(C)c1
0.0217,CCC(=O)NCc1c(Cl)cccc1-n1cccc1
-0.0334,Oc1ccc(Br)cc1-c1cc(-c2ccccc2)n[nH]1
2.25,Cc1noc(N)c1C(=O)Nc1ccccc1F
-0.42,CCOC(=O)C1CCN(S(=O)(=O)c2ccc3c(c2)CCCN3C(C)=O)CC1
0.116,CC(C)CC(NC(=O)C(COC(C)(C)C)NC(=O)C(Cc1ccc(O)cc1)NC(=O)C(CO)NC(=O)C(Cc1c[nH]c2ccccc12)NC(=O)C(Cc1cnc[nH]1)NC(=O)C1CCC(=O)N1)C(=O)N[C@@H](CCCN=C(N)N)C(=O)N1CCCC1C(=O)NNC(N)=O (stereo not given in full)
-1.24,O=C(CSc1nc2ccc(Cl)cc2[nH]1)c1ccc2c(c1)OCO2
0.826,Cc1nnc(C)n1/N=C/c1ccc2c(c1)OCCO2
-0.286,Cc1ccc(-n2nc(C)c3c2OC(N)=C(C#N)C3c2ccncc2)cc1 (stereo not given)
-0.942,Cc1ccc(S(=O)(=O)n2c(CN3CCCC(C)C3)nc3ccccc32)cc1 (stereo not given)
0.33,N#CC1=C(N)SC2(CCCCC2)SC1c1ccccc1 (stereo not given)
-0.923,COC(=O)c1cc(S(=O)(=O)N2CCOCC2)c(Cl)cc1N1CCOCC1
0.877,Nc1nnc(SCC(=O)N2CCN(c3cccc(Cl)c3)CC2)n1-c1ccccc1
-0.275,Cc1cc(C(=O)Nc2ccccc2)oc1C
0.186,CCCN(CCO)Cc1ccc(Cl)c(Cl)c1
1.07,N/C(=N\OS(=O)(=O)c1ccccc1)c1ccncc1
-0.656,O=C(NCC1CCCO1)C1CCC(=O)N1CCc1ccccc1 (stereo not given)
-1.12,CCOc1ccccc1NC(=O)COn1nnc2ccc(Cl)cc21
-0.58,COCOc1ccc(-c2cc(=O)c3c(OCOC)cc(OCOC)cc3o2)cc1
-0.00105,O=C(COc1ccc(Cl)cc1)N1CCN(C(=O)c2cccc(F)c2)CC1
1.07,Cc1ccc(NC(=O)N(CCCN2CCOCC2)Cc2cccs2)cc1C
-0.687,Cc1ccc(-c2nnc(SCc3ccccc3F)o2)cc1
0.9,C/C=C\C(=O)Nc1cccc(C2=NOC3(C2)C[C@H](C(N)=O)N(C(=O)/C=C/CC)C3)c1 (stereo not given in full)
0.496,COc1cccc(Oc2nnnn2-c2ccccc2)c1
-2.44,CCOC(=O)c1c(NC(=O)CSc2nnc(-c3cccnc3)n2Cc2ccco2)sc(C)c1C

Single entries from the results shown:
Cav32 inh result of CCOC(=O)c1c(NC(=O)CSc2nnc(-c3cccnc3)n2Cc2ccco2)sc(C)c1C : -2.44
Cav32 inh result of Nc1nnc(SCC(=O)N2CCN(c3cccc(Cl)c3)CC2)n1-c1ccccc1 : 0.877

Next section
Cav32 inh,canonical_smiles
0.0999,COc1ccc(-n2cnnc2SC(C)c2nc3sc(C)c(C)c3c(=O)[nH]2)cc1 (stereo not given)
-0.119,O=C(Nc1cccnc1)c1c(F)cccc1F
-1.7,COC(=O)c1ccc(SCc2cnc(Cl)s2)cc1
-0.514,O=C(O)CC(NCc1ccco1)C(=O)OCC1CCCO1 (stereo not given)
-0.0471,COc1ccc(C(NC(N)=O)c2ccccc2)cc1 (stereo not given)
-0.847,Cc1ccc(S(=O)(=O)N2CCN(C(=O)CSc3ncc(C(F)(F)F)cc3Cl)CC2)cc1
0.625,COc1cc(OC)c2c(C)cc(=O)oc2c1C(CCN1CCOCC1)c1ccc2c(c1)OCO2 (stereo not given)
-0.125,COc1ccc(N(CC(=O)N2CCN(C)CC2)S(C)(=O)=O)cc1OC
-0.906,O=C1c2ccccc2C(O)(Cc2ccccc2)N1C1CCCCC1 (stereo not given)
-3.76*,CCn1nccc1C(=O)Nc1cc(Cl)cc(Cl)c1

Three entries from above, with tabs.
SMILES	Cav32 inh
O=C(Nc1cccnc1)c1c(F)cccc1F	-0.119
COC(=O)c1ccc(SCc2cnc(Cl)s2)cc1	-1.7
O=C(O)CC(NCc1ccco1)C(=O)OCC1CCCO1 (stereo not given)	-0.514
